# Bioassay records deposited in PubChem by several laboratories.
# HGIII-sPLA2 inh = human group III sPLA2 inhibitors, primary screen, biochemical, QFRET, BODIPY PC-A2 liposome substrate. Group 3 secretory phospholipase A2 (Homo sapiens), Q9NZ20. QFRET BODIPY PC-A2 liposome hydrolysis, fluorescence. inhibition, % at 12.2 µM. 370,000 compounds, 0.56% hits;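 active = inhibition above mean plus 3 SD of compounds lying within the high and low control bounds, cut at about 19% in these data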;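 note: 0% = median of test compound wells and 100% = no enzyme DMSO wells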
# hcDAF-12 act = H. contortus DAF-12 nuclear receptor activators, primary screen, cell-based, luminescence, HEK293, lit1-tk-luc reporter. HEK293 hcDAF-12 lit1-tk-luc reporter; 0% DMSO, 100% Δ7-dafachronic acid. activation, % at 6.8 µM. 370,000 compounds, 1.4% hits. AID 652067, 2013;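 active = activation above the mean of all tested compounds plus 3 SD, cut at about 5.5% in these data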;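 note: 100% = response to 3 µM Δ7-dafachronic acid high control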
# ssDAF12 agonist = S. stercoralis DAF-12 nuclear receptor activators, primary screen, cell-based, luminescence, HEK293, GRIP1 co-expression, lit1-tk-luc | Nuclear hormone receptor DAF-12 (Strongyloides stercoralis) | AID 652126, 2013 | activation, % at 6.8 µM | 370,000 compounds, 1% hits | HEK293 ssDAF-12/GRIP1 lit1-tk-luc reporter; % of 3 µM dafachronic acid response;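 active = activation above the mean over all tested compounds plus 3 SD, cut at about 0.9% in these data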;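 note: 0% = DMSO-only wells and 100% = 3 µM delta7-dafachronic acid wells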
# FXN GAA850 act = FXN promoter activators, primary screen, cell-based, luciferase luminescence, HEK293 lucGAA850; AID 540364, 2011; activation, % at 6 µM; HEK293 lucGAA850 FXN promoter luciferase reporter, 24 h; percent of 10 µM SAHA response; 360,000 compounds, 0.56% hits;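 active = activation above the average of all compounds screened plus 3 SD, cutoff fixed separately per campaign, cut at about 7.5% in these data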;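 note: 0% = DMSO wells and 100% = 10 µM SAHA wells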
# hgDAF12 agonist = H. glycines DAF-12 receptor agonists, primary screen, cell-based, luminescence, HEK293, GAL4 fusion, UAS-luciferase | AID 687014, 2013 | 370,000 compounds, 1.8% hits | HEK293 GAL4-hgDAF12 UAS-luciferase reporter, agonist luminescence; normalized to butyrate control | activation, % at 6.8 µM;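 active = activation above a cutoff set at the mean of all screened compounds plus 3 SD, cut at about 10% in these data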;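 note: 0% = DMSO wells and 100% = sodium butyrate wells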
# DAX1 inh-1 = DAX1 (NR0B1) inhibitors on StAR promoter, primary screen, cell-based, luminescence, SF-1 (NR5A1), full-length DAX-1; inhibition, % at 6.8 µM; HEK293T StAR-luciferase reporter, SF-1/DAX-1 repression relief; AID 652010, 2013; 370,000 compounds, 1.1% hits;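 active = inhibition above the mean over all tested compounds plus 3 SD, cut at about 3.6% in these data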;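 note: 0% = DAX-1 cells with DMSO and 100% = cells lacking DAX-1 with DMSO; higher inhibition means more luminescence from relief of DAX-1 repression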
# DAX1 inh-2 = DAX1 (NR0B1) inhibitors, primary screen, cell-based, HEK293, Gal4-DAX1, luciferase luminescence; Nuclear receptor subfamily 0 group B member 1 (Homo sapiens), P51843; HEK293 Gal4-DAX1 luciferase reporter; inhibition, % at 6.75 µM; 340,000 compounds, 0.99% hits; AID 504766, 2011;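 active = inhibition above the mean over all tested compounds plus 3 SD, cut at about 4.2% in these data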;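 note: 0% = DAX1-transfected cells with DMSO and 100% = empty-vector control cells with DMSO; inhibition shows as a rise in luminescence from relieved DAX1 repression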
# Target sequence (P51843 207-470 limits assumed): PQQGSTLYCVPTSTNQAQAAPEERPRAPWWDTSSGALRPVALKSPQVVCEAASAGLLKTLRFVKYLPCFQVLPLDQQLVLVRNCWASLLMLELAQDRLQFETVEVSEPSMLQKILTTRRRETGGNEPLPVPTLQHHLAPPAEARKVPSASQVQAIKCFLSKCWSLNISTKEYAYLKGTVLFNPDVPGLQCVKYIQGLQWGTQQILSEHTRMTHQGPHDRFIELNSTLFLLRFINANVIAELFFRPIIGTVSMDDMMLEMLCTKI
# SMARCA2 activ = SMARCA2 (BRM) function activators, primary screen, cell-based, luminescence, high throughput; AID 652017, 2013; MG213 cells, MMTV-luciferase reporter, dexamethasone, overnight; 370,000 compounds, 1% hits; activation, % at 9.1 µM; in the data active = activation above about 7.8%;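 note: 0% = vehicle wells and 100% = reference activator wells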
# PG9 Ab binder = binders of HIV-1 gp120 antibody PG9, primary screen, biochemical, TR-FRET | HIV-1 gp120 / PG9 antibody interaction | TR-FRET gp120-PG9 antibody binding | inhibition, % at 6.7 µM | 360,000 compounds, 0.43% hits; in the data active = inhibition above about 8.5%
# Rev-erbA mod = modulators of Rev-erb alpha DNA binding, primary screen, biochemical, FITC-DNA, fluorescence polarization, uHTS; activity, % at 10 µM; 370,000 compounds, 0.79% hits; Rev-erbα–FITC-DNA binding, 90 min; Nuclear receptor subfamily 1 group D member 1 (Homo sapiens), P20393; AID 1259318, 2017;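 active = activity above about 14%, limit read from the data; passing the limit was not always enough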;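 note: 0% = DMSO wells with 35 nM protein and 100% = DMSO wells with 750 nM protein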
# Target sequence (P20393 whole entry, looked up): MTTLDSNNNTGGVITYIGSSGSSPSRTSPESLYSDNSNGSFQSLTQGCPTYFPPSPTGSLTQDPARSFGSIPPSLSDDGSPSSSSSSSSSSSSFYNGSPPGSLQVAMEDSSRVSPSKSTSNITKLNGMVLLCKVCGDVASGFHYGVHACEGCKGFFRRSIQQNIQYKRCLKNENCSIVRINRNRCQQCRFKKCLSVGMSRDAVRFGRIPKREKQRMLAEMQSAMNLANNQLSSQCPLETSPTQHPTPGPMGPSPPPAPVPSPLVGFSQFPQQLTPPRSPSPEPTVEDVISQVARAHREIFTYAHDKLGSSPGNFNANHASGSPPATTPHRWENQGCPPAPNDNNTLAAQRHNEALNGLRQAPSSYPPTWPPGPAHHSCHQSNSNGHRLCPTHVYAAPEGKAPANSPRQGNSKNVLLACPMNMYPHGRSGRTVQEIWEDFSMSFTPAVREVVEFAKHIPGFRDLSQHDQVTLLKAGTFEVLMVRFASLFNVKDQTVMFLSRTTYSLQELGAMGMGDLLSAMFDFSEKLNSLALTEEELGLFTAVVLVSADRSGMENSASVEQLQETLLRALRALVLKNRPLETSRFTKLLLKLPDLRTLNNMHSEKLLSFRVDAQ
# PLC-beta3 inh = human PLC-beta3 inhibitors, primary screen, biochemical, fluorescence. 1-phosphatidylinositol 4,5-bisphosphate phosphodiesterase beta-3 (Homo sapiens), Q01970. Purified PLC-beta3, fluorogenic substrate. inhibition, % at 12.2 µM. 370,000 compounds, 0.18% hits; in the data active = inhibition above about 11%;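 note: 0% = median of compound wells on plate and 100% = full blocker control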
# * = called active by the depositor; i = inactive; · = no result given. Random draw from the library, and some 7% of all compounds hit somewhere here.
SMILES,HGIII-sPLA2 inh,hcDAF-12 act,ssDAF12 agonist,FXN GAA850 act,hgDAF12 agonist,DAX1 inh-1,DAX1 inh-2,SMARCA2 activ,PG9 Ab binder,Rev-erbA mod,PLC-beta3 inh
c1cn(-c2ccc(-c3ccnc4ncnn34)cc2)cn1,0.8,-0.2,-1.5,0.7,-2.7,-0.1,0.5,-3.4,-1.6,-2.0,-0.2
COc1cccc(-c2cc3nc(-c4ccccc4)cc(N4CCN(C(=O)c5ccoc5)CC4)n3n2)c1,5.0,-2.8,-1.4,-2.3,-4.4,-6.5,-0.9,-5.2,2.6,-4.5,i
CCC(CC)c1nnc(NC(=O)/C=C/c2ccco2)s1,-2.6,-2.8,-1.1,2.6,3.0,1.3,0.8,2.6,-3.0,2.7,-1.1
CCCCC(=O)NC(=S)Nc1cc(C(=O)O)ccc1OC,0.8,-1.3,-1.2,2.2,5.7,-1.1,-0.1,0.4,-2.0,-2.4,-0.7
COc1ccc(CCNC(=O)c2ccc3ccccc3n2)cc1OC,-5.0,-3.4,-1.6,2.7,1.3,-0.5,-1.2,-2.3,-0.2,-2.2,0.9
Cn1c(O)c(C=Nc2ccc(N3CCOCC3)cc2)c(=O)n(C)c1=S,5.3,-1.0,-0.6,-1.5,-2.0,-0.5,0.4,-4.1,-2.2,-2.0,-3.5
Nc1ccn([C@@H]2O[C@H](C(=O)N[C@H](Cc3ccccc3)C(=O)NCc3cccc4c3OCO4)[C@@H](O)[C@H]2O)c(=O)n1,4.6,2.4,-1.0,·,2.1,0.4,·,0.2,-0.8,-5.8,3.2
CCc1nnc(NC(=O)c2nc3nccc(C)n3n2)s1,1.8,-1.0,-1.0,-1.6,-0.9,-0.4,0.0,-0.8,0.0,-6.2,1.8
CC(CNS(=O)(=O)c1ccccc1)Sc1ncccn1 (centres undefined),-4.3,-1.4,-0.6,-0.4,-1.5,-0.2,0.8,-3.2,-2.0,2.7,-4.4
Cc1cccc(N2CCN(C(=S)NC3CCCCC3)CC2)c1C,5.1,-1.9,-1.2,1.3,-1.3,1.1,2.2,-1.4,-1.5,-1.2,-7.8
Cc1ccc(-n2nc(C(=O)O)cc2-c2ccccc2)cc1,-0.5,0.1,0.3,0.9,-1.9,-0.3,0.2,2.0,-1.2,-1.7,-2.6
O=C(c1ccc(Cl)nc1)N1CCC(Cc2ccccc2)CC1,-3.9,-1.5,-2.1,-0.1,0.1,0.1,-0.5,1.2,-2.8,-3.6,-1.4
Cc1ccc2cc(CN(CCN3CCCC3)C(=O)Nc3ccccc3)c(=O)[nH]c2c1C,2.0,-1.2,0.0,-0.8,1.4,1.5,-0.1,-4.3,0.1,-1.1,-3.5
CC(C)c1ccc(NC(=S)Nc2ccc3[nH]c(=O)[nH]c3c2)cc1,4.6,-1.4,-0.9,-1.6,-1.7,-1.1,1.6,2.8,-1.5,-2.8,-8.4
O=C(N/N=C/c1cc([N+](=O)[O-])ccc1O)c1cccc(NC(=O)c2cccc(Cl)c2)c1,6.6,1.9,-1.3,2.8,-0.9,0.2,0.2,-3.3,0.4,-27.0,-9.2
CCOC(=O)c1cccc(NC(=O)c2ccc(NC(=O)c3ccco3)cc2)c1,-2.6,-3.2,-1.3,0.3,-3.6,-1.4,0.0,-0.8,-1.6,0.3,-7.5
CCOC(=O)N1CCN(C(=O)CNC(=O)c2ccc(Cl)cc2Cl)CC1,-0.3,4.3,-1.4,1.2,-2.0,0.1,-0.4,-2.9,0.2,0.2,-1.4
CC(C)C(C(=O)NCc1ccccc1)N(CC1CCCO1)C(=O)CNS(=O)(=O)c1ccccc1 (centres undefined),-1.6,-0.6,-0.8,0.4,-0.1,0.1,0.6,-0.6,-1.2,-1.5,-2.9
O=C(CSc1nnc(-c2ccco2)n1-c1ccccc1)Nc1c(Cl)cc(Cl)cc1C(=O)O,-7.1,-0.2,-1.2,0.5,0.4,-1.6,1.1,-1.6,-0.1,-3.7,-8.4
COC(=O)c1sc(N)c(C(=O)OC)c1COC(=O)CNS(=O)(=O)c1ccc(C)cc1,-29.6,-2.1,-0.8,1.1,-2.3,-0.6,0.6,-2.3,-0.5,-2.9,-2.1
O=C(COc1ccccc1)Nc1ccccc1NS(=O)(=O)c1cccs1,-15.9,-0.2,-0.5,-1.5,-0.3,-0.5,-1.3,-0.2,-0.6,1.5,2.0
CC(C)Sc1nc(SCC(=O)O)c2c3c(sc2n1)COC(C)(C)C3,3.0,-0.5,-1.2,1.5,1.4,1.2,2.0,0.1,1.6,-0.6,-12.5
CCOC(=O)c1cnn(-c2sc(C(=O)OCC)c(C)c2C(=O)OCC)c1N,1.9,-1.4,-1.1,-1.6,-0.9,-0.2,0.8,-1.1,0.8,8.6,-186.5
Cc1nc2cc(-c3sccc3-n3cccc3)nn2c(C)c1C,-6.3,0.7,-0.6,5.4,3.9,-1.1,-0.1,-1.0,-2.9,2.6,-90.5
CC(NC(=O)C1(c2cccs2)CCOCC1)c1ccccc1 (centres undefined),0.6,-1.4,-1.5,0.0,2.0,-0.9,-1.4,-1.8,-0.8,-5.4,1.5
CC1=C(C(=O)c2ccccc2)C(c2cccc([N+](=O)[O-])c2)NC(=S)N1 (centres undefined),10.7,-0.5,-1.5,-1.3,-0.8,-0.2,-2.0,-1.5,-1.1,-1.6,-3.2
O=C(COC(=O)COc1ccccc1)NCc1ccco1,5.7,-2.0,-1.2,0.8,-0.3,0.3,-0.1,2.4,-0.5,-0.1,-2.4
CC(C)(C)c1ccc(N2C(=O)CSC2c2cccnc2)cc1 (centres undefined),-4.8,-1.7,-1.6,-0.7,-0.9,-0.3,-1.4,-0.9,0.3,-1.3,-6.4
C[C@H](CO)N1C[C@H](C)[C@@H](CN(C)C(=O)Nc2ccc(C(F)(F)F)cc2)Oc2ccc(NC(=O)Nc3ccc4c(c3)OCO4)cc2C1=O,-24.7,1.7,-1.1,-1.6,4.5,-0.9,-0.8,-2.5,-1.7,8.6,-6.0
CCOC(=O)N1CCC(Nc2ncnc3c2cnn3-c2ccccc2)CC1,-0.2,0.1,-2.1,-0.7,-0.7,-0.5,-0.6,0.7,-1.2,0.3,-1.8

# Quoted at random: five entries already listed, in no set order.
SMILES,HGIII-sPLA2 inh,hcDAF-12 act,ssDAF12 agonist,FXN GAA850 act,hgDAF12 agonist,DAX1 inh-1,DAX1 inh-2,SMARCA2 activ,PG9 Ab binder,Rev-erbA mod,PLC-beta3 inh
CC(NC(=O)C1(c2cccs2)CCOCC1)c1ccccc1 (centres undefined),0.6,-1.4,-1.5,0.0,2.0,-0.9,-1.4,-1.8,-0.8,-5.4,1.5
O=C(COc1ccccc1)Nc1ccccc1NS(=O)(=O)c1cccs1,-15.9,-0.2,-0.5,-1.5,-0.3,-0.5,-1.3,-0.2,-0.6,1.5,2.0
C[C@H](CO)N1C[C@H](C)[C@@H](CN(C)C(=O)Nc2ccc(C(F)(F)F)cc2)Oc2ccc(NC(=O)Nc3ccc4c(c3)OCO4)cc2C1=O,-24.7,1.7,-1.1,-1.6,4.5,-0.9,-0.8,-2.5,-1.7,8.6,-6.0
CC(C)(C)c1ccc(N2C(=O)CSC2c2cccnc2)cc1 (centres undefined),-4.8,-1.7,-1.6,-0.7,-0.9,-0.3,-1.4,-0.9,0.3,-1.3,-6.4
Cc1nc2cc(-c3sccc3-n3cccc3)nn2c(C)c1C,-6.3,0.7,-0.6,5.4,3.9,-1.1,-0.1,-1.0,-2.9,2.6,-90.5

# (listing goes on)
SMILES,HGIII-sPLA2 inh,hcDAF-12 act,ssDAF12 agonist,FXN GAA850 act,hgDAF12 agonist,DAX1 inh-1,DAX1 inh-2,SMARCA2 activ,PG9 Ab binder,Rev-erbA mod,PLC-beta3 inh
COc1cc(OC)cc(C(=O)N[C@H](C(=O)OCC(=O)c2ccc3c(c2)NC(=O)CO3)C(C)C)c1,-11.3,-1.6,-1.2,-4.0,-0.8,0.1,-0.6,-2.9,2.0,2.0,-2.8
Cc1ccc(/C=C/c2onc(C)c2S(=O)(=O)N2CCC(C(=O)NC(C)(C)C)CC2)cc1,-6.5,-0.7,-1.4,1.5,-1.2,0.7,-0.1,-0.5,-2.0,-1.0,-0.4
COc1ccc(N2CCN(C(=O)c3cc(-c4cc(OC)ccc4OC)nc4ccccc34)CC2)cc1,-3.5,-2.1,-0.5,-6.9,1.4,-1.7,-0.9,1.8,-1.7,-2.2,-15.3
CC(=O)Nc1ccc(-c2ccnc3c2CC(C(=O)NCc2cccc(Cl)c2)O3)cc1 (centres undefined),-14.8,0.3,-1.2,-3.4,-4.4,-2.5,·,-2.6,-1.3,-6.3,0.3
O=C1Nc2ccccc2C(O)(C(=O)NC2CC2)N1c1ccc(Cl)c(Cl)c1 (centres undefined),1.1,-1.7,-1.0,1.2,-2.9,-0.2,0.1,2.4,-0.8,7.6,0.6
COc1ccc(CCN(C)C(=O)c2cc(-c3ccc(C)cc3)nc3ccccc23)cc1OC,-11.2,-2.1,-0.6,4.3,-0.1,-1.6,-1.2,4.9,-2.6,10.8,-6.8
COc1cccc(NC(=O)CSc2ccc3nnc(-c4cccnc4)n3n2)c1,4.1,-1.7,-0.6,1.8,-2.9,-0.5,-0.1,0.2,-0.1,-1.6,-3.8
CCCCc1nnc(NC(=O)CCN2C(=O)C3CC=CCC3C2=O)s1 (centres undefined),-2.9,0.4,-0.8,0.1,-0.4,-1.9,0.0,-2.1,-2.0,5.0,-22.8
NC(=O)c1ccsc1NC(=O)c1cccs1,5.4,3.0,-1.4,1.0,3.6,1.7,0.1,-1.3,-1.3,-5.0,-33.7
COc1ccc(-c2nc3n(c2C)CCC3)cc1,2.6,-0.3,-0.7,0.6,0.9,0.3,1.6,6.6,-1.9,0.6,-4.2
N#CC(C(=O)NC1CCCCC1)c1nc2ccccc2nc1N1CCN(c2ccccc2F)CC1 (centres undefined),8.1,-0.7,-0.5,1.5,3.8,0.5,-0.2,-1.0,-2.1,-2.0,-2.2
O=C(NNC(=O)C1CC1c1ccccc1)Nc1cccc(Cl)c1 (centres undefined),-2.6,-0.8,-1.9,-1.5,-0.4,-0.6,0.8,-1.8,0.8,5.8,4.6
